# ADAM10 inh: ADAM10 inhibition, QFRET primary screen; O14672; inhibition, % at 7 µM; hit rate 0.62% among 370,000; AID 720582; recombinant ADAM10, EDANS/DABCYL FRET peptide cleavage, 3 h;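 active = inhibition above a per-campaign cutoff equal to the mean of compounds falling between control-based bounds plus 3 SD, cut at about 20% in these data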;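 note: 0% = DMSO wells while the 100% control is not disclosed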
# ARFGAP1 inh: inhibits rat ARF GTPase activating protein 1 | Q62848 | Arfgap1-stimulated ARF1 GTP hydrolysis, GDP FP detection | inhibition, % at 16.5 µM | hit rate 0.26% among 360,000 | AID 651572;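 active = inhibition above a per-plate limit, mean inhibition of low control wells plus 3 SD, cut at about 25% in these data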;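 note: 0% = DMSO wells with enzyme and 100% = wells lacking Arfgap1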
# Target sequence (Q62848 1-136 limits assumed): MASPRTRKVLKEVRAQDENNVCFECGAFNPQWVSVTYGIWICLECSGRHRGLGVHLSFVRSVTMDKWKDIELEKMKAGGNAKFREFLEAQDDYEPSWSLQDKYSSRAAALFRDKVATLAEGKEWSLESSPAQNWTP
#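 Material – truncated rat Arfgap1 GAP domain · Buffer or medium – HEPES-based buffer, pH 7.5 · Reagent – human ARF1(Δ1-17)-GTP substrate · Dosing – 16.5 µM single point, 1.26% DMSO · Schedule – GTP hydrolysis reaction 2 h at 25 °C · Technique – GDP detection by fluorescence polarization · Benchmarks – No-Arfgap1 wells (100%) versus DMSO full-reaction wells (0%) · Repeats – single replicate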
# ASAP1 GAP inh: blocks human ASAP1-stimulated Arf1 GTP hydrolysis | Q9ULH1 | GDP FP detection | inhibition, % at 16.5 µM | hit rate 0.19% among 360,000 | AID 624377; in the data active = inhibition above about 25%;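 note: 0% = vehicle with enzyme and substrate and 100% = no enzyme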
# Target sequence (Q9ULH1 325-724 limits assumed): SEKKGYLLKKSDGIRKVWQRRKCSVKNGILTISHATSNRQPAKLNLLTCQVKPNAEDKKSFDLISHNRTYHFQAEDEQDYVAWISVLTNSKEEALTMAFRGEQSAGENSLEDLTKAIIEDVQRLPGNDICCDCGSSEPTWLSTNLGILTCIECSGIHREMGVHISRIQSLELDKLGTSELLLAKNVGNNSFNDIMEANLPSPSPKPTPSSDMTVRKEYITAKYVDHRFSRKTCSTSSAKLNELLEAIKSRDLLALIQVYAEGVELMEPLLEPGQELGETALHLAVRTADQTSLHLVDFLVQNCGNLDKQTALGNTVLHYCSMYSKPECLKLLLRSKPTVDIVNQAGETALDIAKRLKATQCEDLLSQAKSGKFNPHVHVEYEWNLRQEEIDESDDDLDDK
# PLCg1 inh: blocks human PLC-gamma1 enzyme activity | hit rate 0.84% among 370,000 | purified PLC-gamma1, fluorogenic substrate, fluorescence | AID 720700 | inhibition, % at 12.2 µM; in the data active = inhibition above about 9.5%
# ADAM17 inh: inhibitors of human ADAM17; inhibition, % at 6.95 µM; hit rate 0.83% among 370,000; recombinant ADAM17, EDANS/DABCYL FRET peptide cleavage;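 active = inhibition above the mean of compounds lying between control limits plus 3 SD, set per campaign, cut at about 8.5% in these data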;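 note: 0% = DMSO-only wells as the low control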
# TDP2 inh: blocks human TDP2 phosphodiesterase activity; recombinant TDP2, T5PNP hydrolysis, p-nitrophenol absorbance 415 nm; inhibition, % at 12.8 µM; hit rate 0.34% among 370,000;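 active = inhibition above the mean of all tested compounds plus 3 SD, set per campaign, cut at about 25% in these data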;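 note: 0% = DMSO with enzyme and 100% = buffer with substrate but no TDP2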
#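 Test system: human TDP2 enzyme; Input: 120 nM TDP2 per well; Buffer or medium: Mg2+-containing Tris-HCl buffer, pH 7.5; Reagent: 5 mM T5PNP; Dosing: 12.8 µM single point, 1% DMSO; Incubation: reaction 2 h, 37 °C; Detection: p-Nitrophenol epi absorbance; Read-out: % inhibition relative to enzyme-containing and enzyme-free wells; Replicates: single well per compound.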
# PLCb3 inh: blocks human PLC-beta3 enzyme activity | AID 720704 | hit rate 0.18% among 370,000 | Purified PLC-beta3, fluorogenic substrate, fluorescence | inhibition, % at 12.2 µM; in the data active = inhibition above about 11%;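 note: 0% = median of compound wells on plate and 100% = full blocker control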
# SIAE inh: inhibitors of human sialic acid acetylesterase SIAE. Q9HAT2. hit rate 0.69% among 370,000. SIAE FP-Rh probe binding, fluorescence polarization. AID 1053197. inhibition, % at 9.66 µM;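 active = inhibition above a cutoff: mean of compounds within the control limits plus 3 SD of those, cut at about 17% in these data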;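 note: 0% = plate median of compound wells and 100% = probe without SIAE protein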
# DDE Tn6 FP inh: inhibitors of Tn6 peptide binding to human fibrin DD(E). AID 720509. P02675. hit rate 0.21% among 370,000. inhibition, % at 8.3 µM. Fibrin DD(E) TRITC-Tn6 fluorescence polarization displacement;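 active = inhibition above a per-campaign cutoff: mean of compounds within control limits plus 3 SD, cut at about 15% in these data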;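 note: 0% = median of all compound wells on the plate and 100% = blocking peptide control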
# Target sequence (P02675 whole entry, looked up): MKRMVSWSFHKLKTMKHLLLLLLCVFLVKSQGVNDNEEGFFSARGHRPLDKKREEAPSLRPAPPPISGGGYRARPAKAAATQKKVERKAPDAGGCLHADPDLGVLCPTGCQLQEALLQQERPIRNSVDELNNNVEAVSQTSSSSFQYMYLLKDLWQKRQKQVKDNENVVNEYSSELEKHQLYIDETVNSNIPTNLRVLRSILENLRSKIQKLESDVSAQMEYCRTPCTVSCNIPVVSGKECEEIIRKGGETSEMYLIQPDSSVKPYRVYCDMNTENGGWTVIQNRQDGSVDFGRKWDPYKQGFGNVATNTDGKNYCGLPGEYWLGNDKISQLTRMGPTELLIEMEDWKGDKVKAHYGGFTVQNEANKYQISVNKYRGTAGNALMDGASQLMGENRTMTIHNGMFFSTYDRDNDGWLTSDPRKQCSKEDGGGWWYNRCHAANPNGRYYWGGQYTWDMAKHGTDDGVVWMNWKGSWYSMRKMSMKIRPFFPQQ
# Tn7 DDE FP: inhibitors of Tn7 peptide binding to human fibrin DD(E) | P02675 | AID 720508 | FP displacement of FITC-Tn7 peptide from fibrin DD(E); 0% = median of compound wells per plate | hit rate 0.13% among 370,000 | inhibition, % at 8.3 µM;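 active = inhibition above the mean of compounds falling within the control limits plus 3 SD of them, cut at about 14% in these data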;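 note: 0% = plate median of compound wells and 100% = 10 µM Aha-Tn7 peptide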
#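 Measure: % inhibition scaled between sample-field median and high-control FP; Test system: human fibrin DD(E); Quantity: 2 µM final DD(E) protein; Doses: one dose, 8.3 µM nominal; Schedule: compound with protein 10 min, then 3 h after probe, room temperature; Detection: fluorescence polarization; Medium: Tris buffer with calcium and detergent, pH 7.8.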
# * = called active by the depositor; i = inactive; · = no result given; & = joins results of further samples; ! = repeats disagree.
no.	ADAM10 inh	SIAE inh	Tn7 DDE FP	PLCg1 inh	ADAM17 inh	DDE Tn6 FP inh	PLCb3 inh	ASAP1 GAP inh	ARFGAP1 inh	TDP2 inh	SMILES
1	-7	-2	3	-3	-3	3	-3	·	·	6	Cc1ccc(-n2c(SCc3cccc(F)c3)nc3ccccc3c2=O)cc1
2	-6	2	-2	2	-1	-7	3	4	12	-2	O=C(O)CCCNC1=NCCC1
3	4	-4	4	-2	-1	12	5	3	2	-1	Cc1ccc(C2=NN(C(=O)CCC(=O)O)C(c3cn(-c4ccccc4)nc3-c3ccc(C)cc3)C2)cc1 (stereo not drawn)
4	-7	2	-6	0	-4	5	-1	1	4	-5	COc1cc(OC)nc(NC2OC(=O)c3ccccc32)n1 (stereo not drawn)
5	-81	18*!	-1&3	-56&-99	-19&-91	-2&11	-65&-143	-2&11	-10&-4	-6&1	C=CCOC(=O)C1=C(C)NC(SCC(=O)NC(=O)OCC)=C(C#N)C1c1cccnc1 (stereo not drawn)
6	1	-6	-1	-2	-7	10	-10	-6	-11	9	Cc1ccc(-c2nc3ccccc3c(=O)n2-c2c(C)n(C)n(-c3ccccc3)c2=O)cc1
7	i	4	3	-150	-152	-5	-180	3	-5	-2	CCOC(=O)c1cn2cccnc2n1
8	-1	5	-8	3	-2	-5	4	-3	-12	6	O=C(Cn1cnnn1)Nc1ccccc1Cc1ccccc1
9	5	-4	0	-2	-2	7	-3	-11	7	-11	COc1ccc(-n2c(C)nnc2SCC(=O)NC2CC2)cc1
10	-11	-8	1	0	-2	-4	-2	·	·	7	Cc1ccc(-c2cc(C(=O)NN=Cc3sccc3C)[nH]n2)cc1C
11	6	7	5	-1	4	6	-5	-5	-9	5	Cc1cc(-c2csc3nc[nH]c(=S)c23)cc(C)c1C
12	-254	2	0	-43	-63	-2	-52	3	10	-1	CN(C)CCNc1nc(-c2ccccc2F)c2sccc2n1
13	-8	9	-2	-3	0	-3	-1	-14	6	-5	Cc1ccc(-c2c3c(=O)n(C)c(=O)n(C)c3cn2-c2ccccc2O)cc1
14	2	-5	4	-1	3	-10	-7	7	4	-15	COCCN(C(=O)Nc1ccccc1OC)c1nc2ccccc2s1
15	3	-2	-3	2	-2	-8	1	-1	17	-1	C/C(=C\C(=O)O)CC(=O)O
16	0	3	-1	-31	1	-1	-46	7	-6	-14	COC1C=COC2(C)Oc3c(C)c(O)c4c(O)c(c(CN5CCN(C)CC5)c(O)c4c3C2=O)NC(=O)C(C)=CC=CC(C)C(O)C(C)C(O)C(C)C(OC(C)=O)C1C (stereo not drawn)
17	4	3	4	2	2	6	4	5	10	-13	CCCSc1ccc([C@H]2N[C@@](CC(C)C)(C(=O)OC)[C@H]3C(=O)N(C)C(=O)[C@@H]23)cc1
18	0	1	-4	-2	-1	4	2	0	11	-13	CCn1c(=O)c(C(=O)NCc2ccc3c(c2)OCO3)c(O)c2ccccc21
19	-6	-5	2	2	-4	11	2	1	-5	2	O=C(CCCN1C(=O)/C(=C/c2ccc(F)cc2)SC1=S)Nc1ccc(C(=O)O)cc1
20	-9	4	3	-8	-8	-1	-18	-3	-6	-6	COc1ccc(N(C(=O)c2snc(C(N)=O)c2N)C(C(=O)NC2CCCC2)c2ccco2)c(OC)c1 (stereo not drawn)

# One compound at a time, from the list above:
# `Cc1cc(-c2csc3nc[nH]c(=S)c23)cc(C)c1C` is entered as ADAM10 inh = 6; SIAE inh = 7; Tn7 DDE FP = 5; PLCg1 inh = -1; ADAM17 inh = 4; DDE Tn6 FP inh = 6; PLCb3 inh = -5; ASAP1 GAP inh = -5; ARFGAP1 inh = -9; TDP2 inh = 5
# `CCCSc1ccc([C@H]2N[C@@](CC(C)C)(C(=O)OC)[C@H]3C(=O)N(C)C(=O)[C@@H]23)cc1` is entered as ADAM10 inh = 4; SIAE inh = 3; Tn7 DDE FP = 4; PLCg1 inh = 2; ADAM17 inh = 2; DDE Tn6 FP inh = 6; PLCb3 inh = 4; ASAP1 GAP inh = 5; ARFGAP1 inh = 10; TDP2 inh = -13

# The listing continues.
no.	ADAM10 inh	SIAE inh	Tn7 DDE FP	PLCg1 inh	ADAM17 inh	DDE Tn6 FP inh	PLCb3 inh	ASAP1 GAP inh	ARFGAP1 inh	TDP2 inh	SMILES
21	-5	-2	-2	1	0	0	1	-12	-2	-11	O=C(COC(=O)c1ccc(S(=O)(=O)N2CCCCC2)cc1)NCc1ccc(F)cc1
22	-13	5	7	0	-5	1	-1	0	-7	1	CCOc1ccc(N(CC)S(=O)(=O)c2ccc3c(c2)n(C)c(=O)c(=O)n3C)cc1
23	-7	3	-3	1	-1	0	-2	5	13	2	O=C(c1cc2cc(Cl)ccc2[nH]1)N1CCN(c2ccc(F)cc2)CC1
24	9	-4	1	-5	0	-7	-9	-1	3	-1	O=C1C=C(/C=C/c2ccccc2)C[C@@H](c2ccc3c(c2)OCO3)C1
25	3	-7	-1	6	-9	-8	-1	0	3	-9	CCOC(=O)C1(Cc2cccc(F)c2)CCN(CCCn2cccn2)CC1
26	-10	5	-1	0	-1	-4	0	-2	10	-3	CC1=C(C#N)C(NC(=O)C2CC2)(C(F)(F)F)C(=O)N1 (stereo not drawn)
27	4	13	-3	-9	-1	7	-27	15	10	-4	O=C(N/N=C/C=C\c1ccco1)c1cccnc1
28	6	1	-4	5	1	-4	-2	-4	9	2	CS(=O)(=O)N(CC(=O)Nc1ccc(S(=O)(=O)N2CCCC2)cc1)c1cccc(F)c1
29	1	1	-7	0	-1	0	-2	-17	-10	12	O=C(CSc1cn(CC(=O)N2CCCCC2)c2ccccc12)NCC1CCCO1 (stereo not drawn)
30	-11	6	7	2	-3	-2	-1	9	5	-3	Cc1sc2nc(SCC(=O)N3CCOCC3)[nH]c(=O)c2c1C
31	-9	0	-3	3	-2	3	-3	-2	-1	3	Fc1ccc(OCCOCCNCC2CCCO2)cc1 (stereo not drawn)
32	-223	-7	-5	-129	-47	-9	-135	3	5	-6	Cc1ccc(S(=O)(=O)[N-]c2nc3ccccc3nc2-n2cc[n+](Cc3ccccc3)c2)cc1
33	2	-10	11	0	-1	0	5	4	-13	8	CCOc1ccc(OCC)c(S(=O)(=O)N2CCCCC2C)c1 (stereo not drawn)
34	1	-5	1	4	-1	12	-2	8	13	-3	COCCn1c(SCc2ccccc2F)nc2ccccc2c1=O
35	0	1	-7	4	0	4	-4	1	7	0	Cn1nnnc1SCc1nc2ccccc2s1
36	-32	6	0	-5	-15	-2	-19	-1	1	11	COc1ccccc1/C=C/C(=O)NCC(=O)N/N=C/c1ccc(C)o1
37	-5	-17	1	0	-6	-5	1	-10	4	-1	COc1ccc(OC)c(NC(=O)COC(=O)c2ccc(S(=O)(=O)N3CCOCC3)cc2)c1
38	-4	-5	6	-1	-6	-2	-2	-11	18	-3	OC(CN1CCOCC1)Cn1c(-c2cccc(Cl)c2)nc2ccccc21 (stereo not drawn)
39	i	-12	0	-323	i	1	-395	-10	6	5	O=S(=O)(Nc1ccc(-c2nc3cccnc3s2)cc1)c1ccc(Cl)s1
40	2	0	-4	8	3	2	6	-1	6	-5	CCOc1ccccc1N1CCN(S(=O)(=O)c2cccc3nsnc23)CC1
41	-2	6	0	5	-3	-3	-2	-1	-1	1	Cc1cc([N+](=O)[O-])c2ccccc2c1NS(=O)(=O)c1ccccc1
42	2	-3	3	0	-3	-2	-8	15	5	-1	COCCn1cnc2c1c(=O)n(CC(=O)NN)c(=O)n2Cc1ccccc1
43	-10	17	2	2	-5	-1	-1	14	1	-2	COC(=O)[C@]1(Sc2ccccc2)CC(=O)N[C@@H]1c1ccccc1
44	-2	-10	-8	1	-1	5	5	·	·	9	CC(=O)CC[C@H]1CC[C@]2(CCCN(C(=O)c3ccno3)C2)O1
45	-2	11	1	1	0	2	8	-3	6	-7	Cn1c(SCC(=O)NC(C)(C)C)nnc1-c1cnccn1
46	0	13	7	2	-6	0	0	-1	-12	6	COc1cc2cnc(CCO[C@H]3CCCCO3)cc2cc1OC
47	-5	-2	7	-2	-3	4	0	-6	-9	0	O=S(=O)(NCC(c1cccnc1)N1CCN(Cc2ccccc2)CC1)c1ccccc1 (stereo not drawn)
48	4	-9	2	4	-1	0	3	-9	-6	-11	Cc1ccc(C(=O)N/N=C/c2sc(=O)n(Cc3cccc(C(=O)O)c3)c2Cl)cc1
49	-5	6	2	1	1	5	6	4	11	-7	O=C(Cc1cccc(NC(=O)C2CCN(C(=O)C3CCCCC3)CC2)c1)Nc1cccc(C(=O)N2CCCCC2)c1
50	-8	-2	2	4	-1	0	1	16	-5	-1	O=C(COC(=O)COc1ccc(Cl)cc1)NC1CCS(=O)(=O)C1 (stereo not drawn)
51	-7	-8	2	-1	-5	-1	-2	6	8	3	Cc1ccc(S(=O)(=O)CCC(=O)OCc2ccccc2)cc1
52	-8	-1	2	0	1	2	-2	-1	-1	6	CCN(C(=O)COC(=O)CCC(=O)c1cccs1)c1c(N)n(Cc2ccccc2)c(=O)[nH]c1=O
53	-14	15	6	1	-7	0	-8	-13	5	3	COc1cc(C(=O)Nc2nnc(C3=COCCO3)o2)cc(OC)c1OC
54	15	2	-1	4	8	-2	-2	-5	-3	-12	Cc1ccc(N(Cc2ccccc2O)C(=O)c2ccccc2F)cc1
55	-2	5	4	3	-1	-11	-6	1	-11	-3	CCCS(=O)(=O)c1ncc(Cl)c(C(=O)Nc2ccc(S(=O)(=O)Nc3ncccn3)cc2)n1
56	-6	0	-2	4	-4	1	-1	-6	-5	11	O=C(CS(=O)(=O)c1ccccc1)N(CCCN1CCOCC1)c1nc2c(F)cccc2s1
57	9	-4	-11	3	4	-4	10	-3	1	-19	CC1=NC(C(F)(F)F)(C(F)(F)F)C(C#N)=C(C)N1
58	14	2	1	7	-1	-6	-1	-12	12	-18	COc1ccc(CNC(=O)CC23CC4CC(CC(C4)C2)C3)cc1
59	-7	2	-1	4	2	3	1	5	4	-4	O=S(=O)(NCCC1=CCCCC1)c1cccc(S(=O)(=O)N2CCOCC2)c1
60	6	3	8	-1	-2	-3	-1	-2	4	-7	CCOC(=O)c1cnc2cc(C)nn2c1-c1ccccc1
61	0	-1	-8	1	2	-2	4	-11	5	-8	O=C(NCCn1ccc2ccccc21)C1CCCCC1
62	-7	-5	-2	-181	-5	-13	-202	7	5	-7	COc1ccc(CCC(=O)N2c3ccccc3N=C(c3ccc4c(c3)OCO4)C2C(=O)NCc2ccccc2)cc1 (stereo not drawn)
63	3	5	5	-72	1	3	-90	11	-10	-13	Cc1cc(C)c(-n2c(C)cc(/C=C3/NC(=O)NC3=O)c2C)c(C)c1
64	-5	6	7	1	-3	6	-2	-7	-21	-8	CCOC(=O)c1nn(-c2c(C)n(C)n(-c3ccccc3)c2=O)cc1O
